Compound activity: PubChem BioAssay, National Center for Advancing Translational Sciences (NCATS)
Akt phos inh – Akt phosphorylation inhibition. Neuro2A IGF-stimulated pAkt S473 HTRF, 20 min; active compounds read low. activity change, % for hits at 50 µM. hit rate 0.32% among 360,000. AID 651550; in the data active means activity change below about -80%; inconclusive means mostly about -51% to -80%; further: on the % scale 0 is the no-effect control and ±100 the full control effect
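Neuro2A cells in DMEM with 0.5% FBS, overnight at 37 deg C, given compound at single 50 µM final, then IGF (6 nM final) for 20 min at 37 deg C. Lysed; phospho-Akt Ser473 by HTRF after 24 h, 665/615 ratio.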
Nrf2 block – inhibitors of Nrf2 signaling; AID 504444; A549 ARE-Fluc reporter, luciferase luminescence, 18-24 h; Potency, µM (titrated, usually from 46 µM), inactives show top-dose activity change, negative = inhibition, most hits filed as inhibitors; hit rate 2.1% among 360,000; further: potency means the concentration at half of the fitted maximal effect; on the % scale 0 is the no-effect control and ±100 the full control effect; nearly all actives have a fitted effect of over 60% in size
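Reporter: ARE-Fluc in A549. Exposure: 18-24 h, 37 °C, 5% CO2, 5% FBS OPTI-MEM. Readouts: fluorescent cytotoxicity (CellTiter-Fluor), then luminescent Nrf2 signal after BugLite.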
CCT modulator – cytosolic chaperonin activity modulation | purified chaperonin ATPase assay, HTRF ADP detection, 30 min | activity change, % (no concentration beside the values), hits read low | hit rate 0.3% among 360,000 | AID 651819; in the data active means activity change below about -30%; further: on the % scale 0 is the no-effect control and ±100 the full control effect
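TRiC (40 or 20 nM final, by batch activity) in 30 mM Tris pH 7.4, 100 mM KCl, 5 mM MgCl2, 1 mM DTT was treated with compound at 76 uM single dose, then 10 uM ATP, 30 min at 37 °C. ADP was read by HTRF Transcreener.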
MmCpn inh – blocks the Methanococcus maripaludis chaperonin Mm-Cpn. hit rate 0.031% among 330,000. purified Mm-Cpn ATPase, ADP Transcreener TR-FRET. AID 504842. Potency, µM (top dose mostly 76.9 µM), inactives show at the highest dose activity, negative = inhibition, most hits filed as inhibitors; further: potency means the concentration at half of the fitted maximal effect; on the % scale 0 is the no-effect control and ±100 the full control effect; nearly all actives have a fitted effect of over 80% in size
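Purified archaeal Mm-CPN (25nM final) preincubated 10 min at 37degC with compound, then 10uM ATP for 30 min at 37degC; ADP measured by HTRF Transcreener TR-FRET; buffer 30 mM TRIS pH 7.4, 100mM KCl, 5mM MgCl2, 1mM DTT.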
A549 viability – A549 cytotoxicity, counter-screen for Nrf2 inhibitors | A549 ARE-Fluc cells, CellTiter-Fluor viability, 18-24 h | Potency, µM (titrated, usually from 46 µM), for the others: at the highest dose activity change, negative = cytotoxicity, usual class: inhibitors | hit rate 0.16% among 390,000 | AID 504648; further: potency means the concentration at half of the fitted maximal effect; on the % scale 0 is the no-effect control and ±100 the full control effect
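Cytotoxicity counterscreen: CellTiter-Fluor fluorescence was measured in A549 ARE_Fluc cells after 18-24 h of compound exposure in a concentration series. The subsequent BugLite luminescent read reports ARE-luciferase activity.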
Nrf2 ARE act – activates Nrf2 signaling | AREc32 ARE-luciferase reporter (MCF7-derived line), luminescence, 24 h | Potency, µM (doses to about 46.1 µM), without a hit: at the highest dose activation, most hits filed as activators | hit rate 0.31% among 410,000; further: potency means the concentration at half of the fitted maximal effect; % of control where 0% means no effect; nearly all actives have a fitted effect of over 65% in size
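Quantitative high-throughput format: AREc32 reporter cells, 1000 per well, received compound by pin transfer and were incubated 24 hr at 37 deg C, 5% CO2, before Steady-Glo luminescence detection.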
TGFb inhibitor – inhibitors of TGF-b signaling. hit rate 1.2% among 410,000. HepG2 CAGA-GFP TGF-b/SMAD3 reporter, GFP fluorescence, 18 h; TGF-beta stimulated, 500 pg/mL final. AID 588855. Potency, µM (titrated, usually from 46.1 µM), inactives show at the highest dose activity, negative = inhibition, hits mostly inhibitors; further: potency means the concentration at half of the fitted maximal effect; on the % scale 0 is the no-effect control and ±100 the full control effect; nearly all actives have a fitted effect of over 65% in size
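Inhibition of TGF-beta-driven CAGA-GFP reporter expression in HEPG2 cells is measured by cellular GFP fluorescence after 18 h stimulation with 500 pg/mL recombinant TGF-beta in 1% FBS medium at 37 degrees C.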
EPAC2 antagonist – EPAC2 (human) antagonism. EPAC2 GEF exchange of Rap1B-BODIPY-GDP, fluorescence. Potency, µM (titrated, usually from 114 µM), inactives show top-dose activity, negative = inhibition, most hits filed as inhibitors. hit rate 0.18% among 360,000; further: potency means the concentration at half of the fitted maximal effect; on the % scale 0 is the no-effect control and ±100 the full control effect; nearly all actives have a fitted effect of over 45% in size; many of its hits are not listed in these tables
Target sequence (Q8WZA2 whole entry, looked up): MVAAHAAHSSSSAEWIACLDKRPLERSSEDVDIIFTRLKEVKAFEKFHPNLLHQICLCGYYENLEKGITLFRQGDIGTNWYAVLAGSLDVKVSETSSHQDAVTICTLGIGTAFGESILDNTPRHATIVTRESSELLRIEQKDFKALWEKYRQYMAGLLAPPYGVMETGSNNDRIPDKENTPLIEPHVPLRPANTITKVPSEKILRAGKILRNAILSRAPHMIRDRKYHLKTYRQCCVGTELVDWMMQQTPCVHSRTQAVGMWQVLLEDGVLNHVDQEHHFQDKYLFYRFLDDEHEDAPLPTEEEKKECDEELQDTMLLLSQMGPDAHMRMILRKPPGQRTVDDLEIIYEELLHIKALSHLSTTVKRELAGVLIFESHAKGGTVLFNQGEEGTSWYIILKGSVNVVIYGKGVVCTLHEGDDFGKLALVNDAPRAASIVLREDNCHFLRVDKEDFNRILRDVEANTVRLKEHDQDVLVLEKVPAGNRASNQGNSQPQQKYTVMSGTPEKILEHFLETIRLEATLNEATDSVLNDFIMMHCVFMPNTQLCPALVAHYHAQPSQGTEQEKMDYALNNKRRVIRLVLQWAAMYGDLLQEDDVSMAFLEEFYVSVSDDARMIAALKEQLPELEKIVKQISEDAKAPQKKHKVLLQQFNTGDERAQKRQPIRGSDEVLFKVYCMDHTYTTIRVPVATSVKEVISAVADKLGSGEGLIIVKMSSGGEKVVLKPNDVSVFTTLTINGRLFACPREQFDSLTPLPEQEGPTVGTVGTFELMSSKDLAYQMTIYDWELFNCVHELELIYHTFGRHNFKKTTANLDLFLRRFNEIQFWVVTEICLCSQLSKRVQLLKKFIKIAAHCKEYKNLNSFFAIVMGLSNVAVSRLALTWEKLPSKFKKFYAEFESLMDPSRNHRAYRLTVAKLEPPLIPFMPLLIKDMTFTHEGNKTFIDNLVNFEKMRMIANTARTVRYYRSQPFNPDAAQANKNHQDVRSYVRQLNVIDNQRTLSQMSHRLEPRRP
EPAC2 agonist – agonists of human EPAC2 (RAPGEF4). EPAC2 activation, biochemical qHTS; response scale: 100% = 6.5 mM cAMP response. Potency, µM (series often up to 154 µM), for the others: top-dose activation, hits mostly activators. hit rate 0.079% among 360,000. AID 720711; further: potency means the concentration at half of the fitted maximal effect; nearly all actives have a fitted effect of over 50% in size
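Compounds were titrated in qHTS against a Rap1B-BODIPY-GDP (250 nM) complex with EPAC2 (100 nM) and GDP (50 uM). BODIPY-GDP release tracked at 480/540 nm over 30 min at room temperature, normalized to 6.5 mM cAMP.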
Numbers without * were called inactive; i = inactive; ? = inconclusive; · = not tested or not shown; [ ] = remark or other dose. Unless noted, the call rests on the fitted dose curve; in most records, active means well fitted curve in the direction sought with a large enough effect; inconclusive means small, poorly fitted or top-dose-only effect, or another doubt; inactive means no such curve, though single readings can be large; an effect the other way counts as inactive or inconclusive. Some of the compounds tested. The share of hits here may be higher or lower than overall.

SMILES	Akt phos inh	Nrf2 block	CCT modulator	MmCpn inh	A549 viability	Nrf2 ARE act	TGFb inhibitor	EPAC2 antagonist	EPAC2 agonist
CCOc1ccc(-c2nnc3ccc(SCc4ccc(C(=O)OC)o4)nn23)cc1	i	·	-2.2	?	-0.7%	-0.4%	-5.3%	-28.5%	-4.5%
O=C(NC1CCCCC1)N1CCC(n2c(=O)[nH]c3ccccc32)CC1	i	?	-3.8	-7.3%	-5.7%	0.7%	-0.8%	11.9%	-3.4%
O=C(CCCCCCC(=O)NCc1ccccc1)NCc1ccccc1	i	-5.3%	1.0	0.6%	0.7%	-0.3%	3.5%	3.8%	5.3%
COc1ccc(CCNC(=S)N(C)C)cc1OC	i	-1.2%	-0.4	1.0%	0.1%	0.0%	-20.8%	4.1%	6.4%
COc1ccc(-c2sc3ccccc3c2C#CC2(O)CCCCC2)cc1	i	-7.3%	-0.3	-26.5%	-1.1%	5.0%	?	-16.5%	14.6%
C[C@H]1[C@H](C)CC[C@]2(C(=O)O)CC[C@]3(C)C(=CC[C@@H]4[C@@]5(C)C[C@@H](O)[C@H](O)C(C)(C)[C@@H]5CC[C@]43C)[C@H]12	i	?	-1.1	0.8%	?	-1.0%	?	79.1%[activator]	-12.6%
COc1cccc(/C=N/NC(=O)c2ccc3nc[nH]c3c2)c1O	i	3.6%	-1.9	-0.7%	-1.8%	-0.5%	6.0%	-8.9%	-9.5%
CCOc1ccc(/C=C(\C#N)C(=O)Nc2sc3c(c2C(=O)OC)C(C(=O)OC)CC3)cc1OC (configuration not stated)	·	-0.2%	·	·	7.5%	-0.4%	4.2%	·	·
O=C(Nc1cccc(Cl)c1)c1ccc(NCC2CCCO2)c([N+](=O)[O-])c1 (configuration not stated)	i	4.8%	0.5	-0.6%	11.7%	-1.3%	-7.9%	-3.3%[57.1 µM]	11.1%
Cc1ccc(-c2nnc(CSc3nc4cc5c(cc4cc3C)OCO5)o2)cc1	·	-17.1%	0.1	0.4%	-0.1%	-0.2%	0.7%	-5.9%	3.8%
COc1ccc(-n2c(CN3CCOCC3)nc3ccc([N+](=O)[O-])cc3c2=O)c(OC)c1	i	6.3%	-0.8	1.2%	3.4%	2.3%	0.0%	-0.4%	7.8%
COc1ccc(S(=O)(=O)Nc2cccc3c2O[C@H](CN(C)Cc2ccc(Cl)c(Cl)c2)[C@@H](C)CN([C@H](C)CO)C3=O)cc1	i	?	0.3	0.7%	?	-0.3%	?	-10.9%	5.6%
CCN(CC(=O)Nc1ccc(NC(C)=O)cc1)C(=O)C1CC1	i	·	-2.3	·	·	-0.6%	0.8%	2.4%	1.5%
C=CCNC(=S)/C(=C(/[O-])c1ccccc1Br)[n+]1ccccc1	i	-4.2%	-2.8	-0.3%	2.4%	-0.5%	-2.9%	21.6%	3.3%
O=S(=O)(c1ccc(S(=O)(=O)N2CCN3CCCC3C2)cc1)N1CCCC1 (configuration not stated)	i	7.7%	-2.5	-0.3%	17.2%	0.2%	-7.4%	-1.4%	12.1%
COc1ccc(CC(=O)Nc2c(C(=O)Nc3ccc(F)cc3)oc3ccccc23)cc1OC	·	?	·	·	3.3%	0.7%	1.2%	·	·
CCc1nn2c(=O)cc(COC(=O)CNC(=O)c3ccccc3)nc2s1	·	-19.8%	·	·	3.4%	0.2%	-40.3%	·	·
CCOc1cc(S(=O)(=O)n2ccc(C)n2)ccc1Br	i	-3.4%	0.4	-2.0%	0.5%	3.0%	17.1%	-0.3%	5.5%
CSCCC(NC(=O)c1ccco1)C(=O)Nc1ccc(C)cn1 (configuration not stated)	i	16.9%	-2.2	0.6%	-2.4%	-0.3%	8.0%	7.5%	0.4%
Cc1cc(C)nc(SCc2cn3c(C)cccc3n2)n1	i	-9.5%	0.1	2.2%	1.1%	4.9%	-9.3%	13.8%	13.3%
O=C(NCC1CCCO1)c1cc2nc(-c3ccco3)cc(C(F)(F)Cl)n2n1 (configuration not stated)	i	-2.2%	-1.9	0.1%	1.7%	2.9%	8.9%	2.4%	-1.3%
C[C@H]1CN([C@@H](C)CO)S(=O)(=O)c2ccc(Br)cc2O[C@@H]1CN(C)Cc1ccccc1	i	·	-0.6	·	·	-5.3%	?	?	8.1%
CNS(=O)(=O)c1cn(CC(=O)N2CCN(c3cccc(C)c3C)CC2)cc1S(=O)(=O)NC	·	-16.3%	·	·	1.9%	-0.9%	-1.5%	·	·
Cc1cccc(Cn2nc(C(C)(C)C)cc2C(=O)Nc2ccc(F)cc2)c1	i	?	1.2	0.4%	?	3.2%	?	-16.1%	6.5%
Cc1ccc(-n2c(SCC(=O)NCc3ccc4c(c3)OCO4)nnc2-c2cccnc2)c(C)c1	i	-0.8%	-6.3	1.4%	-12.2%	-0.2%	-0.9%	-4.5%	10.1%
CCn1c(=O)c([N+](=O)[O-])c(NCC2CCCO2)c2ccccc21 (configuration not stated)	i	-11.7%	-1.2	0.3%	1.4%	0.3%	-6.8%	-2.4%	11.1%
CCCOc1ccc(CNC(=O)CN2C(=O)c3cccnc3Oc3ccc(C)cc32)cc1	·	11.4%	·	·	2.7%	3.9%	0.0%	·	·
CN(CC(=O)Nc1ccccc1C(F)(F)F)C(=O)c1ccccc1Sc1ccccc1C#N	i	9.4%	-2.5	-0.9%	1.1%	-0.5%	-11.1%	-5.5%	4.3%
O=C1NC(=Nc2ccccc2)SC1Cc1ccccc1 (configuration not stated)	i	-3.7%	0.2	0.3%	-2.1%	2.8%	26.0%	3.7%	1.8%
COC(=O)C(C)Sc1nnc(-c2ccncc2)o1 (configuration not stated)	i	21.3%	0.7	-1.7%	-5.8%	0.3%	-8.3%	16.8%	0.9%
N#C/C(=C\c1ccc(Br)cc1)c1nc(-c2cc3cc(Br)ccc3oc2=O)cs1	·	-16.0%	·	·	2.2%	-0.3%	-0.9%	·	·
CCc1noc(C)c1C(=O)N(CC)CC(=O)Nc1cc(Cl)ccc1C	i	0.1%	-2.3	1.8%	0.7%	-0.7%	-3.0%	3.4%	-8.0%
CC(C)(C)Nc1nc(OCC(F)(F)F)nc(OCC(F)(F)F)n1	i	1.4%	1.3	3.0%	-5.1%	-0.8%	-15.0%	-7.0%	-8.7%
Cc1nc(SCC2(C)CC2(Cl)Cl)n[nH]1 (configuration not stated)	i	20.9%	-0.5	-1.7%	4.0%	-0.7%	4.8%	14.5%	7.9%
Cc1nn(CC(=O)NCCCc2ccccc2)c(=O)c2cccn12	i	4.2%	-2.1	-4.7%	-0.5%	-0.6%	9.2%	6.8%	-0.3%
O=C(NCCCN1CCN(c2ccc(F)cc2)CC1)c1cc2c(Cl)nc3ccccc3c2s1	·	0.7%	·	·	-1.8%	-1.2%	-15.6%	·	·
COc1cc(CCCN2CCNC[C@H]2Cc2ccc(O)cc2)cc(OC)c1OC	i	0.9%	0.3	0.9%	0.0%	-0.3%	19.3%	12.7%	3.8%
Cc1cccc(C(=O)NNC(=O)c2ccccc2O)c1	i	4.4%	1.1	1.8%	1.3%	-0.1%	?	-13.3%	-4.8%
CCCS(=O)(=O)N1CCC(n2c(C)nc3cccnc32)CC1	·	3.5%	·	·	10.0%	-0.7%	-12.1%	·	·
CCOC(=O)c1c(NC(=O)CSc2nnc(Cc3ccccc3)o2)sc(C)c1C	·	-7.3%	0.3	1.7%	2.6%	14.6%	-7.2%	-7.9%	14.3%[15.6 µM]
Cn1c(=O)n(C)c2cc(NS(=O)(=O)c3ccc4c(c3)CCCC4)ccc21	i	-40.8%	-0.2	0.2%	?	26.1%	22.3%	-14.9%	20.4%
S=c1[nH]nc(CNc2ccc(Cl)cc2)n1Cc1ccccc1	i	10.5%	1.0	-5.0%	-3.8%	2.1%	?	1.0%	1.1%
O=C(Cc1ccc(-n2cccc2)cc1)NCc1ccccc1Cl	i	?	1.8	-1.6%	1.8%	-0.4%	-31.6%	4.3%	-8.4%
CCCCN1C(=O)CC2CCOC21C (configuration not stated)	i	·	-0.9	·	·	-1.1%	-16.4%	9.4%	13.3%
Cc1cccc(C(=O)Nc2oc(-c3ccccc3)cc2C#N)c1	i	·	0.8	-2.5%	0.4%	0.6%	-21.9%	10.9%	-10.2%
C#CCOCCOCCOCCNc1nc(N2CCN(C(=O)[C@H](Cc3ccc(O)cc3)n3cc(C(N)CC(C)C)nn3)CC2)nc(N2CCN(C(=O)[C@H](CCC(=O)O)n3cc(C(N)[C@H](C)CC)nn3)CC2)n1 (some centres not stated)	i	2.4%	-0.8	·	-0.7%	-0.4%	21.9%	6.7%	5.8%
Cc1ccc(S(=O)(=O)Nc2ccc(O)c3ncccc23)cc1	i	-5.7%	-2.1	2.6%	-14.3%	9.1%	?	-16.7%	8.3%
CCC(CC)C(=O)Nc1ccc(OCc2cc(=O)n3c4c(sc3n2)CCCC4)cc1	·	8.7%	·	·	6.6%	-0.5%	-1.5%	·	·

Random excerpt: 2 compounds from above
SMILES	Akt phos inh	Nrf2 block	CCT modulator	MmCpn inh	A549 viability	Nrf2 ARE act	TGFb inhibitor	EPAC2 antagonist	EPAC2 agonist
CCc1noc(C)c1C(=O)N(CC)CC(=O)Nc1cc(Cl)ccc1C	i	0.1%	-2.3	1.8%	0.7%	-0.7%	-3.0%	3.4%	-8.0%
COc1ccc(CC(=O)Nc2c(C(=O)Nc3ccc(F)cc3)oc3ccccc23)cc1OC	·	?	·	·	3.3%	0.7%	1.2%	·	·
